Insulin prom up – insulin promoter activators in MIN6 cells, imaging, high-content screening, mouse beta cells | AID 1625, 2009 | z-score at 5 µM | MIN6 insulin promoter-GFP reporter; hits give high values | hit rate 0.3% among 190,000;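 active = z-score above 3 at 5 µM with at least 500 cells counted in the well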
AID2073 – inhibitors of Mint1-CaV2.2 protein interaction, biochemical, HTRF (AID 2073); Voltage-dependent N-type calcium channel subunit alpha-1B (Homo sapiens); HTRF protein-protein interaction, Mint1-CaV2.2; higher % means a stronger effect; hit rate 0.19% among 290,000; inhibition, % at 20 µM, or IC50 in µM where a hit was titrated; in the data active = inhibition mostly above about 51%, no sharp cut-off; also: some results filed as inactive read as strong as hits
Yfh1-off respiration – enhancers of respiration in Yfh1-depleted yeast, dose response, Friedreich's ataxia, plus single-dose screen (AID 1465) | S. cerevisiae Yfh1-off respiration, WST-1 reduction, 72 h; higher fold induction means a stronger effect | fold induction at 50 µM; hits with a dose series show EC50 in µM | hit rate 0.074% among 220,000;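 active = fold induction of absorbance versus untreated yeast above a set limit, then at least 30% activation at any dose in follow-up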;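 also: activators that raise dye reduction in frataxin-depleted yeast; strong numbers were not always called active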
Dynein cargo inh – inhibitors of GR-EGFP nuclear translocation, primary screen, dynein cargo transport inhibitor project, imaging, high-content, 3617.4 mouse cells | z-score, hits read low | test concentration mostly 20 µM; stimulated with dexamethasone, 1 µM; hits give low values | hit rate 0.47% among 220,000;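 active = plate z-score of nuclear minus cytoplasmic receptor signal below a set negative limit, without overly bright fluorescence or cell loss, cut at about -3.5 in these data, passing the limit was not always enough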;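 also: z-score of nuclear minus cytoplasmic ring GR-EGFP intensity difference per well; some compounds called inactive have numbers as strong as hits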
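Also added: dexamethasone, 1.0 µM final. Medium: tet-free, stripped-serum medium. Detection: fixed, Hoechst-stained cells imaged at 10x for EGFP. Read-out: nuclear-to-cytoplasmic GR-EGFP distribution per well. Times: induction 48 h, compound 1 h, agonist 30 min.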
HIV fusion peptide – inhibitors of HIV fusion peptide binding, primary screen, biochemical, uHTS, fluorescence dequenching (AID 1986); inhibition, % at 20 µM, or IC50 in µM where a hit was titrated; cell-free peptide binding, fluorescence dequenching, 30 min; higher % means a stronger effect; hit rate 0.3% among 290,000; in the data active = inhibition mostly above about 52%, no sharp cut-off; inactive = mostly below about 76%; also: some results filed as inactive read as strong as hits
MT stabilize HCS – microtubule stabilizers in HeLa cells, primary screen, imaging, high-content imaging; HeLa tubulin immunostaining HCS, 24 h; share of cells brighter than vehicle mean+2SD; % tubulin-high responders, % at 10 µM; hit rate 0.83% among 200,000;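 active = plate Z-score above 3 for both tubulin-high and condensed-nucleus cell shares, with cell loss under 80%, at 10 µM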;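 also: anti alpha tubulin signal scored within the nucleus-defined area of each cell; some results filed as inactive read as strong as hits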
b-catenin transl – modulators of beta-catenin nuclear translocation, primary screen, imaging, HeLa cells, immunofluorescence, high-content; AID 1665, 2009; nuclear translocation activity, % at 5 µM; hit rate 0.3% among 190,000;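 active = nuclear translocation activity above 50% at 5 µM, with a well cell count of 50 or more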;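 also: per-cell ratio of nuclear to cytoplasmic median beta-catenin stain intensity; plate controls were DMSO negative control for no effect and GSK-3 inhibitor IX positive control for full effect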
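assay system = human HeLa cells, endogenous beta-catenin | times = compound treatment 24 h, 37°C, 5% CO2 | detection = Anti-beta-catenin immunofluorescence on PFA-fixed, Triton-permeabilized cells, DAPI nuclei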
WT yeast gro inh – growth inhibition of WT strain, primary screen, mitochondrial fusion inhibitor project, WT and mutant strains, chemical genetic; mitochondrial fusion phenotypic screen; inhibition, % at 10 µM; hit rate 2.1% among 190,000; AID 1362, 2008; in the data active = inhibition above about 58%; tested in S. cerevisiae
Autophagy HCS – autophagy modulators in MEF cells, primary screen, imaging, high-content, MEF GFP-LC3; hit rate 0.98% among 190,000; calls only at 10 µM (by protocol); AID 463193, 2010; MEF GFP-LC3 puncta imaging; test concentration mostly 10 µM;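 active = percentage of spot-positive cells more than 3 SD above its plate mean, without a fluorescence outlier flag or 80% toxicity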;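 also: spot-positive cell cutoff set from DMSO-treated cells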
WT yeast gro inh mutant strain – further read-out of WT yeast gro inh, marked with its call; inhibition, %; mitochondrial fusion phenotypic screen, mutant strain inhibition
Dynein cargo inh cytoplasmic EGFP – also measured in Dynein cargo inh; calls as there; z-score; measured here: cytoplasmic GR-EGFP intensity; hits give high values
Dynein cargo inh nuclear GR-EGFP – recorded beside Dynein cargo inh, whose call it bears; z-score; measured here: nuclear GR-EGFP intensity;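 lower value marks the stronger effect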
Dynein cargo inh cell count – recorded beside Dynein cargo inh, whose call it bears; z-score; measured here: cell count per field
Insulin prom up cell count – second read-out of Insulin prom up, no call of its own (marks repeat the call); cell count; measured here: cytotoxicity, nuclei count;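 total cells summed across four imaged fields per well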
b-catenin transl cell count 5 µM – recorded beside b-catenin transl, whose call it bears; cell count; measured here: cell count, cytotoxicity flag
MT stabilize HCS Hoechst-high % – second read-out of MT stabilize HCS, no call of its own (marks repeat the call); % Hoechst-high responders; measured here: nuclear condensation Hoechst responders;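 share of cells brighter than vehicle mean plus two SD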
MT stabilize HCS cytotoxicity % – recorded beside MT stabilize HCS, whose call it bears; toxicity, %; measured here: cytotoxicity by cell density;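 0% = mean cell density of plate MIN control wells and 100% = no cells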
Autophagy HCS cell loss 18 h – also measured in Autophagy HCS; calls as there; toxicity, %; measured here: cell loss, nuclei count;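 cell loss after 18 h compound exposure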
Numbers without * were called inactive; i = inactive; . = no result given.

#	structure	Insulin prom up	Insulin prom up cell count	AID2073	Yfh1-off respiration	Dynein cargo inh	Dynein cargo inh cytoplasmic EGFP	Dynein cargo inh nuclear GR-EGFP	Dynein cargo inh cell count	HIV fusion peptide	MT stabilize HCS	MT stabilize HCS Hoechst-high %	MT stabilize HCS cytotoxicity %	b-catenin transl	b-catenin transl cell count 5 µM	WT yeast gro inh	WT yeast gro inh mutant strain	Autophagy HCS	Autophagy HCS cell loss 18 h
1	Cc1cccc(NCc2ccc(O)c3ncccc23)c1	1.03	1417	21.4%	i	-0.497	-0.241	0.126	-0.0945	-2.6%	4.9	4.9	10.3	-1.1	1054	-0.6	-12.0	i	-6.1
2	C/C(=N/NC(=O)c1cc(C2CC2)[nH]n1)c1cccs1	-0.29	930	1.6%	i	-0.0298	-0.397	0.14	0.225	3.0%	1.6	0.7	6.2	.	.	-0.6	14.2	i	-17.0
3	Cc1ccc2c(c1)N(CCC(=O)NCC1CCCO1)C(=O)CO2 (stereo not drawn)	.	.	7.1%	i	-0.406	-0.178	-0.264	0.458	-1.6%	1.3	1.3	8.8	.	.	-2.1	-0.7	i	27.3
4	COc1ccc(CSc2nnc(CNS(C)(=O)=O)o2)cc1	-0.22	1006	0.6%	i	-0.0599	-0.125	0.111	0.225	3.4%	1.4	2.1	8.7	-2.6	1256	-6.8	-28.5	i	-1.0
5	O=C(CN1N=C(c2ccccc2)CCC1=O)NCc1cccs1	0.4	1601	-8.5%	i	1.98	-0.136	1.12	-0.735	-1.3%	2.3	2.6	9.0	0.7	869	1.1	-9.4	i	2.5
6	C=CCNC(=S)NCc1ccccc1OC	-0.56	1471	2.7%	i	-1.02	-0.263	-0.514	0.699	0.4%	1.9	1.5	7.6	-6.2	1098	11.2	20.8	i	-19.1
7	c1ccc2oc(NC3=NCN(C4CCCCC4)CN3)nc2c1	0.18	1120	7.7%	i	-0.476	-0.102	0.189	-0.463	0.5%	.	.	.	-0.2	1353	.	.	.	.
8	CCOC(=O)/C(=N\Nc1ccccc1Cl)N(C)C1CCS(=O)(=O)C1 (stereo not drawn)	-0.18	1225	-21.7%	i	-0.0482	-0.342	-0.0561	0.416	-0.4%	7.8	1.5	6.3	0.4	1037	-9.6	-5.6	i	-0.9
9	Fc1cnc(N2CCc3ccccc32)nc1N1CCc2ccccc21	1.09	918	-10.5%	i	0.163	-0.446	-0.0259	0.583	-2.5%	1.8	1.7	2.3	.	.	12.8	21.5	i	7.3
10	CCC(C(=O)NCc1ccco1)n1nc(-c2ccc(OC)cc2)ccc1=O (stereo not drawn)	-0.55	1456	26.0%	i	-0.305	-0.301	0.169	0.334	4.1%	5.8	4.0	0.2	-2.1	923	-6.1	-0.5	i	3.5
11	CCC(C)(C)NC(=O)C(c1ccncc1)N(Cc1ccc(C)cc1)C(=O)c1csnn1 (stereo not drawn)	-1.88	622	0.8%	i	1.06	-0.143	0.819	-0.544	3.8%	1.5	1.4	4.4	-1.4	1183	6.8	-1.4	i	-3.2
12	CCOc1cc(CNC2CCCC2)c(Cl)cc1OCC(=O)Nc1ccccc1	-0.56	1581	-10.3%	i	-1.23	-0.288	0.0205	0.901	-0.6%	3.2	1.7	21.2	-0.2	860	19.7	4.1	i	12.7
13	O=C(NCC1COc2ccccc2O1)C1CCC(CNc2c(N3CCCCC3)c(=O)c2=O)CC1 (stereo not drawn)	0.52	994	-3.4%	i	-0.246	-0.187	-0.0636	-0.167	1.4%	3.4	3.3	8.3	.	.	7.2	-2.7	i	-2.1
14	CCCCCc1c(C)c(C#N)c2nc3ccccc3n2c1-n1ccnc1C	-0.42	1237	16.7%	i	0.0687	-0.235	0.56	-0.887	0.7%	3.4	1.5	1.5	-3.2	816	0.2	7.5	i	17.7
15	O=C(Nc1cccnc1Cl)c1cccc(F)c1	-0.35	1642	-1.9%	i	-0.19	-0.26	0.236	0.579	0.6%	2.3	2.8	5.7	-4.2	1097	-2.1	-1.7	i	15.0
16	COc1ccccc1CC(=O)N1CCCc2ccccc21	-0.29	893	-3.6%	i	-1.11	-0.267	-0.675	0.741	-1.9%	2.1	4.1	3.9	-0.2	1158	7.2	11.3	i	-0.4
17	CCOCCCn1c(=S)[nH]c2cc3c(cc2c1=O)OCO3	0.12	1771	-63.8%	.	-1.28	-0.186	-0.185	0.104	-0.9%	5.0	2.2	9.0	0.1	914	1.8	7.7	i	11.4
18	COc1cc2c(cc1OC)C(C(=O)NCCN(C)C)C(c1cccs1)N(C)C2=O (stereo not drawn)	0.01	1292	49.3%	i	-0.403	-0.302	-0.632	0.931	2.5%	3.0	2.4	8.4	.	.	-6.0	-1.6	i	-7.3
19	Cc1ncc(CN2CCN(CCc3ccccc3)C(CCO)C2)s1 (stereo not drawn)	0.39	1460	5.2%	i	0.162	-0.122	0.619	0.771	2.4%	1.1	1.7	5.2	0.5	958	-10.5	-15.1	i	-2.4
20	CCn1c(CC(=O)Nc2ccc(C)cc2)n[nH]c1=S	-0.38	1344	-3.9%	i	-0.386	-0.152	-0.34	-0.211	-1.3%	2.1	1.9	4.7	-3.9	1151	-5.6	17.2	i	-0.6

Ordered by the number under Dynein cargo inh (lowest first): some entries from above
No.	SMILES	Dynein cargo inh
18	COc1cc2c(cc1OC)C(C(=O)NCCN(C)C)C(c1cccs1)N(C)C2=O (stereo not drawn)	-0.403
20	CCn1c(CC(=O)Nc2ccc(C)cc2)n[nH]c1=S	-0.386
19	Cc1ncc(CN2CCN(CCc3ccccc3)C(CCO)C2)s1 (stereo not drawn)	0.162

Next structures.
#	structure	Insulin prom up	Insulin prom up cell count	AID2073	Yfh1-off respiration	Dynein cargo inh	Dynein cargo inh cytoplasmic EGFP	Dynein cargo inh nuclear GR-EGFP	Dynein cargo inh cell count	HIV fusion peptide	MT stabilize HCS	MT stabilize HCS Hoechst-high %	MT stabilize HCS cytotoxicity %	b-catenin transl	b-catenin transl cell count 5 µM	WT yeast gro inh	WT yeast gro inh mutant strain	Autophagy HCS	Autophagy HCS cell loss 18 h
21	Cc1cccc(C2c3[nH]c4ccccc4c3CCN2C(=O)c2cc3c([nH]c2=O)CCCC3)n1 (stereo not drawn)	.	.	-18.3%	i	0.874	-0.204	0.284	-0.851	-0.7%	1.7	1.6	9.4	0.2	1582	9.6	4.2	i	9.4
22	Cc1cc(C)cc(Oc2nc(-c3ccccc3)cc(C)c2S(C)(=O)=O)c1	0.57	954	-4.4%	i	-0.931	-0.15	-0.604	1.16	-0.3%	2.8	2.3	9.9	.	.	0.2	-23.1	i	1.0
23	COc1ccc(Cn2c(C(F)(F)F)ccc(C(N)=O)c2=O)cc1	-0.53	1404	-3.2%	i	-0.969	-0.191	-0.674	-0.479	0.0%	1.2	2.0	5.6	-4.6	1095	1.6	-6.6	i	-0.8
24	CCOC(=O)C1CCCCN1Cc1ccc(C(F)(F)F)cc1 (stereo not drawn)	-0.06	868	1.8%	i	-0.198	-0.251	-0.314	0.503	-1.3%	2.0	1.9	0.3	.	.	3.9	11.7	i	-39.2
25	Cc1ccc(-n2c(=S)[nH]c3nc4c(cc3c2=O)COC(C)(C)C4)cc1	.	.	1.0%	i	-0.127	-0.243	-0.3	0.0619	3.0%	4.1	1.9	0.8	-0.9	948	-4.5	4.3	i	15.9
26	Cc1cc(C)c2cc(C(=O)N3CCc4ccccc4C3)[nH]c2c1	-0.48	992	9.1%	i	-0.765	-0.139	-0.0548	0.219	-0.4%	.	.	.	-0.2	1318	.	.	.	.
27	CC(=O)N1CCN(S(=O)(=O)c2cccc(C(=O)NC3CCCc4ccccc43)c2)CC1 (stereo not drawn)	-0.14	1554	18.3%	i	-1.19	-0.235	-1.4	0.849	-0.3%	2.7	1.8	10.9	0.5	1365	6.0	-1.0	i	-5.8
28	CC(=O)Cc1nsc(Nc2ccc(C)cc2)n1	1.29	1454	-7.2%	i	0.168	-0.301	-0.204	1.13	-0.7%	3.5	2.2	0.8	0.9	1488	-10.2	-7.0	i	1.7
29	CCCN(CCC)CCCNc1ccc(C(=O)Nc2cccc(OC)c2)cc1[N+](=O)[O-]	0.01	1236	-10.2%	i	0.311	-0.303	0.225	-0.0423	-0.5%	1.8	1.6	7.4	.	.	2.6	1.9	i	-30.8
30	CCOc1ccc(NC(=S)Nc2ccccc2C2CC2)cc1	.	.	14.3%	i	-0.312	-0.177	-0.302	0.0922	0.5%	2.1	2.3	2.2	1.7	1411	0.1	-5.0	i	-1.1
31	O=C(CCc1ccc(S(=O)(=O)N2CCOCC2)cc1)Nc1ccc2ccccc2c1	1.28	898	2.6%	i	-0.166	0.0059	0.179	1.14	-1.6%	1.4	1.6	19.8	-0.1	1023	2.1	10.3	i	-25.9
32	COc1ccc(/C=N/NC(=O)c2ccc(N(C)S(=O)(=O)c3ccccc3)cc2)c(OC)c1	-0.6	1229	38.2%	i	-0.868	-0.189	-0.404	0.255	2.2%	2.9	4.0	7.9	1.3	1084	-7.2	-21.7	i	19.6
33	CCn1ncc(/C=N\NC(=O)COc2ccccc2)c1C	0.63	1225	-2.7%	i	1.22	0.0578	0.842	-1.06	1.6%	2.3	1.2	2.5	4.8	489	21.2	-6.2	i	2.4
34	CN(C)C(=S)SCC(=O)NCc1ccc(F)cc1	1.13	1280	-3.7%	i	-0.366	-0.117	-0.277	-0.0192	-1.7%	1.3	1.9	8.6	-1.4	1130	12.1	-24.2	i	-6.2

The order is random; any-hit rate near 4.2%.
